MEKK2mut PB1 HTS – signal of MEK5 binding to mutant human MEKK2 PB1 domain | bead flow cytometry, Alexa488-MEK5 binding to MEKK2 mutant | percent response, % at 10 µM | hit rate 0.35% among 290,000 | AID 1530; in the data active = percent response above about 24%, passing the limit was not always enough; also: inactives centre near 1; some results filed as inactive read as strong as hits; reference of the scale not given here
MEKK2 WT-MEK5 – raises or lowers MEK5 binding to wildtype human MEKK2 PB1 domain; binding response (% of control), % at 10 µM; bead flow cytometry, Alexa488-MEK5 binding to MEKK2 WT; actives lie on both sides; hit rate 1.1% among 290,000; AID 1531; in the data active = binding response below about 67% or above about 130%
p-CIP stab down – compounds decreasing mouse p/CIP protein stability; decrease of EGFP signal, % at 10 µM; Q05BA5; F442A p/CIP-EGFP cells, EGFP fluorescence, 16 h; AID 1984; hit rate 0.01% among 290,000;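 active = EGFP signal decrease of at least 30% at 10 µM or well 3 SD below plate mean, unless failing retest; inactive = the rest, including hits failing retest or dose response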; also: some compounds called inactive have numbers as strong as hits; many of its hits are not listed in these tables
NALP1 yeast inh – inhibitors of NALP1 inflammasome in yeast; AID 2071; inhibition, % at 10 µM; S. cerevisiae NALP1/ASC/caspase-1 growth, X-gal OD620, 72 h; hit rate 0.61% among 280,000; in the data active = inhibition mostly above about 24%, no sharp cut-off; inactive = mostly below about 32%; also: some compounds called inactive have numbers as strong as hits
PfM18AAP inh – PfM18AAP enzyme inhibition. recombinant PfM18AAP, H-Glu-NHMec fluorogenic cleavage. inhibition, % at 7.35 µM. hit rate 1.2% among 290,000. AID 1822;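 active = inhibition above the campaign mean inhibition over all tested compounds plus 3 SD, cut at about 28% in these data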;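 also: 0% = plate median of test compound wells and 100% = 2 mM ZnCl2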
MEKK3 PB1 HTS – MEKK3-MEK5 PB1 interaction, increase or decrease; Q99759; hit rate 1.4% among 290,000; bead-based flow cytometry, Alexa488-MEK5 binding to MEKK3; actives lie on both sides; 0 = blocked by unlabeled MEK5, 100 = vehicle; AID 1529; binding response (% of control), % at 10 µM;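 active = binding response more than 3 SD above or below the average of its plate-row segment, actives on both sides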;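 also: Alexa488 bead fluorescence after subtracting the streptavidin-only scavenger bead signal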
IDE cell inh – cellular human IDE inhibition | P14735 | HEK cells, FAbetaB cleavage, fluorescence polarization | inhibition, % at 5.59 µM | hit rate 0.41% among 320,000;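 active = percent inhibition above the average of all tested compounds plus 3 SD, set per screening campaign, cut at about 16% in these data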;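 also: IDE supplied by intact live HEK cells; FP after avidin binding of uncleaved biotin substrate so inhibition keeps polarization high; 0% = DMSO wells and 100% = 60 µM reference IDE inhibitor Ii1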
Target sequence (P14735 whole entry, looked up): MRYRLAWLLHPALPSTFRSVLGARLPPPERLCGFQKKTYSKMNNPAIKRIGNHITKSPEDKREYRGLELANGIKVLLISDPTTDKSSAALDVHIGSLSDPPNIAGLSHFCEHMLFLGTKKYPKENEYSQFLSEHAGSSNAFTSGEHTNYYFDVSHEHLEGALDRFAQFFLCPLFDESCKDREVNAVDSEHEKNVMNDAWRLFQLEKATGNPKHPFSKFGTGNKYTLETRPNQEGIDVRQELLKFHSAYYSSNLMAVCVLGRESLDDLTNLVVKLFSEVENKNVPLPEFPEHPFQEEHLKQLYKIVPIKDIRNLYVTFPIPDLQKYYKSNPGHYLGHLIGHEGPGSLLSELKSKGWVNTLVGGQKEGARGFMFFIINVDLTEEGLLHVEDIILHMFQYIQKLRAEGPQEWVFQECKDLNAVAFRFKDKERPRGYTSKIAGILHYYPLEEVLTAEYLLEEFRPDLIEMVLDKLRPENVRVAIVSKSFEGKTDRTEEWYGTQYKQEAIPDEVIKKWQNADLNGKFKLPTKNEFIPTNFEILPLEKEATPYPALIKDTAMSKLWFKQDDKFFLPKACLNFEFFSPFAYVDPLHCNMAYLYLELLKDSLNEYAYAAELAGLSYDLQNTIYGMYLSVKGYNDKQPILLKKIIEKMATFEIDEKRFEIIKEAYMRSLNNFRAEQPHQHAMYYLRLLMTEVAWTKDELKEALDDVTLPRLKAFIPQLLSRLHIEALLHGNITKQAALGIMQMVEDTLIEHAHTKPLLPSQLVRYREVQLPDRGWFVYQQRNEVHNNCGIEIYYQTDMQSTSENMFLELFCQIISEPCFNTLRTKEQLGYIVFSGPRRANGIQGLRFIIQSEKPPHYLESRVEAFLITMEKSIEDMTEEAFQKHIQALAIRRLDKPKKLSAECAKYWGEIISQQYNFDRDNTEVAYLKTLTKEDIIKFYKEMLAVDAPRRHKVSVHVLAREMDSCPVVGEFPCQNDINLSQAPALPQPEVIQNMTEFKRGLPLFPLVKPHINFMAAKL
IDE cell activ – boosts human insulin-degrading enzyme activity in HEK cells; FAbeta-B cleavage, fluorescence polarization; 0% vehicle, 100% cell-free pure enzyme wells; P14735; activation, % at 5.96 µM; hit rate 0.073% among 340,000;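 active = activation above the mean of all tested compounds plus 3 SD, set per screening campaign, cut at about 17% in these data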
UBC9 SUMO inh – inhibitors of human SUMOylation (UBC9) | HTRF SUMOylation assay, SAE1/SAE2 + UBC9, in vitro | inhibition, % at 35 µM | hit rate 0.36% among 290,000 | AID 2006; in the data active = inhibition above about 50%, passing the limit was not always enough; also: strong numbers were not always called active
* = called active by the depositor; / = not tested or not shown. The list is partial. The share of hits here may be higher or lower than overall.

SMILES | MEKK2mut PB1 HTS | MEKK2 WT-MEK5 | p-CIP stab down | NALP1 yeast inh | PfM18AAP inh | MEKK3 PB1 HTS | IDE cell inh | IDE cell activ | UBC9 SUMO inh
O=C(NC(=O)N1CCN(c2cccc(Cl)c2)CC1)c1ccccc1 | -1 | 89 | -3 | 27 | -3 | 89 | -5 | 2 | 1
CC(C)OC(=O)c1cc2c(=O)[nH]c(C(Cl)(Cl)Cl)nc2o1 | 2 | 103 | 8 | -3 | 7 | 100 | 6 | 2 | 19
Cc1cc(C)nc(Nc2n[nH]c(-c3ccccc3C)n2)n1 | 3 | 106 | -8 | 13 | 6 | 112 | -2 | -1 | 4
Cc1ccc(OCC(=O)O/N=C(\N)c2cccnc2)cc1 | -1 | 100 | -4 | 10 | 0 | 96 | 2 | 4 | -17
COc1cc(C(C)=O)ccc1OCC(O)Cn1nc(C)c(C(C)=O)c1C (stereo unspecified) | -5 | 97 | -1 | 16 | 1 | 96 | 6 | 6 | 10
O=C(CN1CCN(c2ccc(F)cc2)CC1)N1N=CCC1c1ccccc1 (stereo unspecified) | -12 | 85 | -7 | -5 | -1 | 86 | -1 | 4 | 6
O=C(O)CC/C(=N\NC(=O)CNC(=O)c1cccc(Cl)c1)c1ccccc1 | -3 | 95 | 7 | 5 | -2 | 96 | 3 | 6 | 2
CC1Cc2cc(/C(O)=C3/C(=O)C(=O)N(CCCN4CCOCC4)C3c3ccc(C(C)C)cc3)ccc2O1 (stereo unspecified) | -4 | 97 | -5 | 21 | -6 | 100 | -4 | 3 | 6
COc1cccc(NC(=O)c2cc([N+](=O)[O-])ccc2NC(=O)CNCC2CCCO2)c1 (stereo unspecified) | -3 | 96 | -6 | 16 | 13 | 95 | 0 | 4 | 30
COc1ccc(-c2ccnc(-c3ccncc3)n2)cc1 | -4 | 96 | -2 | / | 1 | 100 | -5 | 5 | 25
CC(NC(=O)CN1CCCC1)c1ccccc1 (stereo unspecified) | 3 | 108 | -8 | 12 | 1 | 102 | 4 | 4 | 0
CC1(C)Cc2c(sc(NC(=O)C(C)(C)C)c2C#N)C(C)(C)N1 | 8 | 102 | -12 | 13 | -1 | 109 | -3 | -3 | 4
CN(C)S(=O)(=O)c1ccc(Cl)c(NC(=O)CN2CCNC(=O)C2)c1 | -2 | 95 | 11 | 13 | 4 | 89 | 3 | 3 | 7
Cc1ccc(NC(=O)CC2C(=O)N(Cc3ccccc3)C(=S)N2NC(=O)c2ccccc2)c(C)c1 (stereo unspecified) | 12 | 116 | 7 | 6 | -10 | 101 | 1 | 6 | 1
COC(=O)C(C)n1cnc2c(cnn2-c2ccc(Cl)cc2)c1=O (stereo unspecified) | -2 | 97 | 9 | 7 | 1 | 100 | 0 | 3 | 0
CC(=O)c1cc2c(cc1NC(=O)CSc1nc3ccc(C)cc3[nH]1)OCO2 | 10 | 114 | 6 | 10 | 15 | 102 | 12 | -6 | -10
O=C(Nc1ccc2c(c1)OCO2)c1ccc(N2C(=O)c3ccccc3C2=O)cc1 | 1 | 101 | -8 | 29 | -6 | 107 | 6 | 2 | 2
CN(C)Cc1c(C(=O)N/N=C/c2ccoc2)nnn1-c1nonc1N | 2 | 98 | 10 | -4 | 5 | 101 | 7 | 2 | 0
C/C(=N/Nc1ncc(C(F)(F)F)cc1Cl)c1ccncc1 | 1 | 98 | -5 | -13 | 16 | 101 | -1 | / | -2
O=C(Nc1ccccc1)c1ccccc1OS(=O)(=O)c1ccccc1 | 2 | 105 | 8 | 0 | 1 | 102 | 6 | 0 | -3
CCc1ccccc1Nc1cc(C(=O)NCc2ccccn2)c2ccccc2n1 | 1 | 114 | 3 | -4 | 1 | 131* | 0 | 0 | -4
O=[N+]([O-])c1ccc(Cl)c(CN2CCC(O)CC2)c1 | -1 | 99 | -7 | 21 | 6 | 99 | 3 | 5 | 2
CC(=O)Nc1ccc(OCC(O)Cn2cccn2)cc1 (stereo unspecified) | 7 | 102 | -1 | 7 | -12 | 101 | / | 4 | 6
O=C(N/N=C\c1c(O)ccc2ccccc12)c1ccc(Cn2cccn2)o1 | 1 | 102 | -18 | 25 | 1 | 102 | 42* | -52 | -22
CCN(CC)c1ccc2cc(C(N)=O)/c(=N\NC(=O)c3ccncc3)oc2c1 | -1 | 93 | -575 | 8 | 17 | 102 | 65* | / | 1
Other entries:
SMILES | MEKK2mut PB1 HTS | MEKK2 WT-MEK5 | p-CIP stab down | NALP1 yeast inh | PfM18AAP inh | MEKK3 PB1 HTS | IDE cell inh | IDE cell activ | UBC9 SUMO inh
CCCNC(=O)[C@H](Cc1c[nH]c2ccccc12)NC(=O)c1ccccc1Cl | 4 | 95 | -9 | 25 | -13 | 89 | 5 | -1 | -8
Cc1cc(C(=O)Nc2ccccc2C)on1 | -10 | 92 | -6 | 16 | -6 | 95 | -1 | 5 | -5
CC1(C)NC(=O)N(CCOCCSc2ccccc2)C1=O | -4 | 96 | -9 | 8 | 1 | 97 | 0 | 1 | 2
COc1ccc(N2CC(C(=O)OCC(=O)c3ccc(C)cc3)CC2=O)cc1 (stereo unspecified) | -15 | 89 | -2 | 27* | 2 | 101 | 2 | 7 | 9
C[C@@H](NC(=O)c1nc[nH]c1C(=O)N[C@@H](Cc1ccccc1)C(=O)OC(C)(C)C)c1ccccc1 | 1 | 97 | -14 | 5 | 1 | 105 | 4 | 6 | -33
Cc1sc2nc(SCC(=O)C(C)(C)C)n(Cc3ccco3)c(=O)c2c1C | -2 | 89 | -9 | 9 | -15 | 92 | -2 | 1 | 9
O=C(O)c1cc(-c2ccco2)nc2ccccc12 | 3 | 102 | -2 | 16 | -17 | 105 | 1 | 4 | 20
O=C1c2ccccc2C(Nc2ccc(F)cc2F)N1CCN1CCOCC1 (stereo unspecified) | 13 | 112 | -1 | 27 | -1 | 109 | -4 | 4 | -4
O=C(COc1ccccc1/C=C\c1nc(O)c([N+](=O)[O-])c(=O)[nH]1)Nc1ccccc1 | -14 | 72 | -6 | -17 | 2 | 92 | / | 9 | 10
CCOC(=O)CN1C(=O)C(=O)c2cccc(C)c21 | 12 | 107 | 6 | 12 | 3 | 113 | 2 | 2 | 0
CCCCc1nc2cc(C(=O)NC(C)c3cnn(C)c3)ccc2o1 (stereo unspecified) | -3 | 101 | 2 | 0 | 0 | 100 | 0 | 0 | 14
COc1cccc(-n2nnc3c(=O)n(CC(=O)N4CCCCC4)cnc32)c1 | -1 | 97 | -8 | -2 | 2 | 99 | 2 | 1 | -11
COc1ccc2c(c1)C(=O)C(=O)N2CC1COc2ccccc2O1 (stereo unspecified) | 5 | 101 | -2 | 22 | 10 | 103 | 6 | 0 | -7
O=S(=O)(c1ccc(F)cc1)N1CCN(C(=S)NCc2ccccc2)CC1 | -6 | 93 | 4 | -1 | -15 | 98 | 5 | 3 | -4
CCOc1ccc(C(=O)c2ccncc2)cc1 | 1 | 101 | 2 | 4 | -12 | 103 | -3 | 1 | 25
O=C(COC(=O)c1cc[n+]([O-])cc1)NCCc1ccc(Cl)cc1Cl | 0 | 107 | -6 | -1 | 1 | 107 | -1 | 1 | 9
CCOC(=O)N1CCC(c2cc(=O)n3[nH]ccc3n2)CC1 | 3 | 104 | 7 | 1 | 2 | 100 | -2 | -11 | 4
CCOC(=O)c1ccccc1NC(=O)C1CC(=O)N(c2ccccc2)C1 (stereo unspecified) | 4 | 100 | -3 | -4 | 0 | 100 | -1 | 0 | -5
COc1ccc(NC(=O)COc2cccc3c2CCN(C)C3=O)c(OC)c1 | 5 | 103 | -10 | 7 | -1 | 99 | 5 | 1 | -6
Cn1c(SCC(=O)Nc2ccc(N3CCOCC3)cc2)nnc1-c1ccccc1 | 0 | 105 | -5 | 11 | -12 | 101 | -5 | -2 | 11
O=c1c2ccccc2nc2ccccn12 | -5 | 96 | -2 | 2 | 4 | 99 | 0 | 4 | 29
CC(C)n1cc(/C=N/Nc2ccc(C(=O)O)cc2)c2ccccc21 | -2 | 101 | 4 | 10 | 15 | 100 | 2 | 5 | 2
CCCCN(C(=O)c1cccc(S(=O)(=O)N2CCN(Cc3ccccc3)CC2)c1)c1ccccc1 | 9 | 113 | -3 | 12 | 8 | 108 | 4 | 3 | 4
O=C(CCC(=O)Nc1ccccc1)NNC(=O)CCc1ccccc1 | 2 | 99 | 2 | 4 | 1 | 103 | 7 | 6 | 2
CCc1nc2n(n1)C(O)c1cc([N+](=O)[O-])ccc1S2 (stereo unspecified) | 20 | 112 | -8 | 5 | 1 | 110 | 1 | 4 | 0
The list goes on.
SMILES | MEKK2mut PB1 HTS | MEKK2 WT-MEK5 | p-CIP stab down | NALP1 yeast inh | PfM18AAP inh | MEKK3 PB1 HTS | IDE cell inh | IDE cell activ | UBC9 SUMO inh
Cc1cc(C)c(C(=O)CN2C(=O)NC3(CCCCC3)C2=O)cc1C | -6 | 82 | -9 | -2 | -1 | 75 | 2 | 4 | 15
Cn1c(CNC(=O)Nc2ccccc2Cl)nnc1SCc1ccccc1 | 7 | 111 | 7 | -4 | 4 | 106 | -2 | -2 | -28
COc1ccc(-n2c(C)nc3c(cnn3-c3ccc(C)cc3)c2=O)cc1 | 0 | 110 | -12 | -4 | -5 | 113 | 4 | 2 | 17
CCNC(=O)CC1C(=O)N(c2ccc(C)cc2)C(=O)N1CCC(C)C (stereo unspecified) | 1 | 105 | 6 | 8 | -1 | 103 | 0 | 3 | -6
CCOC(=O)c1c(NC(=O)c2cccs2)sc2c1CC(C)(C)OC2 | 3 | 100 | -5 | 12 | 4 | 103 | 1 | 5 | 20
CC1(c2nnc(Cc3ccccc3)o2)CC(c2c(Cl)cccc2Cl)=NO1 (stereo unspecified) | 3 | 102 | / | / | / | 106 | 6 | 39* | /
CCc1ccc(C(=O)NNc2cc(Cl)ccc2Cl)cc1 | -10 | 95 | -30 | 6 | 9 | 92 | -3 | -3 | 8
O=C(CNS(=O)(=O)c1cccc2nsnc12)NC1CCCCC1 | 4 | 113 | 11 | 16 | 2 | 112 | -4 | -3 | -9
Cc1cc(/C=N/NC(=O)Cn2c3ccccc3c(=O)c3ccccc32)c(C)n1-c1ccccc1 | / | / | -5 | 17 | 5 | / | 1 | -3 | 8
Cc1ccc(-c2nn(C)c(=O)c3ccccc23)cc1CNC(=O)CSc1nc2ccccc2o1 | 6 | 113 | 2 | 1 | -1 | 109 | 5 | 9 | 10
N#Cc1nc(-c2ccc(OCc3ccc(Cl)cc3)cc2)oc1NCc1cccnc1 | -2 | 102 | -5 | 8 | -3 | 95 | -2 | 1 | -2
COc1ccc(-c2c(C)nc(N)nc2-c2ccc(OC)cc2O)cc1 | 8 | 105 | -7 | -1 | 1 | 100 | / | 2 | -1
O=C(Nc1ccc(N2CCOCC2)cc1N1CCOCC1)c1ccc(Br)cc1 | 10 | 113 | 31 | 12 | 8 | 107 | -4 | 2 | -5
COc1c(O)cc2c(c1O)C(=O)CC(c1ccccc1)O2 (stereo unspecified) | 2 | 94 | -1 | -18 | 6 | 102 | / | / | 4
COc1ccc(NC(=O)Nc2ccc(OCC(=O)N3CCOCC3)cc2)cc1OC | 9 | 114 | -17 | -6 | 2 | 106 | -9 | 2 | 1
O=C(O)c1c(Cl)c(Cl)c(Cl)c(Cl)c1C(=O)N1CCCCCC1 | -14 | 85 | 6 | -1 | -2 | 92 | 4 | 0 | 7
O=C(Nc1cccc(S(=O)(=O)N2CCCC2)c1)c1ccccc1OC(F)F | 3 | 104 | -17 | 18 | -3 | 100 | 0 | 4 | -4

Bioassay records (PubChem BioAssay)
